# NR2E3 ag-1 = activates human photoreceptor nuclear receptor NR2E3; AID 2300; inhibition of corepressor binding, % at 4.78 µM; 320,000 compounds, 0.12% hits; GST-NR2E3/biotin-RetCOR TR-FRET, 1536-well; Q9Y5X4;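 active means percent inhibition above the cutoff of mean plus 3 SD of all tested compounds, set per screening campaign, cut at about 20% in these data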;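 further: 0% = DMSO wells and 100% = biotin wells as full block of FRET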
# Target sequence (Q9Y5X4 whole entry, looked up): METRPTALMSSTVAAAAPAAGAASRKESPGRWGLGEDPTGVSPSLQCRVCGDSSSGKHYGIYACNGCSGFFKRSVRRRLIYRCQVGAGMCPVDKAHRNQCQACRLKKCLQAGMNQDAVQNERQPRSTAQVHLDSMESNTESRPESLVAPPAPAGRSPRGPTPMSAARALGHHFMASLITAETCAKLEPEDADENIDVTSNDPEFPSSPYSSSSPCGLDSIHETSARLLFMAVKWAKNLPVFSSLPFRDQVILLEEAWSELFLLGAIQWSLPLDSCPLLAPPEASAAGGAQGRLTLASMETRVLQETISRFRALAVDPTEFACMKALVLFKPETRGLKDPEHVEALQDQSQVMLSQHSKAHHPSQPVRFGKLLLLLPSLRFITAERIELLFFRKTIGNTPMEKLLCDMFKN
#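 System: GST-NR2E3 and biotin-RetCOR proteins; probe or stimulus: 7 nM biotin-RetCOR; doses: compound at 4.8 µM, single dose; schedule: Compound–protein incubation for 5 h at 4 °C; detection: time-resolved FRET; read-out: percent inhibition; controls: biotin wells as high control, 0.6% DMSO wells as low control; format: 1536-well plates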
# TWEAK-Fn14 inh = TWEAK-Fn14 signaling inhibition | TWEAK-stimulated Fn14 reporter cells, luciferase luminescence, 8 h | inhibition, % at 10 µM | 360,000 compounds, 2% hits | AID 1159606; in the data active means inhibition above about 50%
# hiPSC survival = hiPSC single-cell survival enhancement | ATPlite luminescence; 100% = ROCK inhibitor wells, 0% = DMSO | AID 602274 | 360,000 compounds, 0.044% hits | survival enhancement, % at 20 µM; in the data active means survival enhancement above about 18%;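 further: cells exposed to compounds for 16 hours before the ATP read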
# aDG glyco up = alpha-DG glycosylation activation; Pro5-aDG cells, alpha-DG glycosylation AlphaScreen (IIH6); 0% Pro5, 100% B10-LARGE cell signal; AID 624168; activation, % at 10 µM; 360,000 compounds, 0.22% hits;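 active means activation of at least 8% versus controls, or a plate z-score of at least 8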;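 further: Pro5 are CHO cells carrying HIG-tagged alpha-DG that lacks glycosylation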
# CF NFkB inh = blocks PAF-induced NF-kB reporter in cystic fibrosis cells | inhibition, % at 5 µM | KKLEB NF-kB-GFP reporter, GFP fluorescence overnight | 360,000 compounds, 0.86% hits;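 active means at least 50% inhibition at 5 µM, scaled per plate between neutral and stimulator controls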;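 further: PAF is a Pseudomonas aeruginosa culture filtrate used as stimulus; plate controls were PAF-stimulated DMSO wells for no effect and unstimulated DMSO wells for full effect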
# HIF-2a block = inhibitors of HIF-2a; 786-0 RCC cells HIF-2a reporter, luciferase luminescence, overnight; inhibition, % at 18.8 µM; 360,000 compounds, 0.72% hits; AID 624352;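 active means inhibition of the luminescence signal of 40% or more relative to plate controls, in a single-dose primary screen at 18.75 µM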
# Shn3 3UTR inh = inhibitors of Schnurri-3 3'UTR reporter in osteoblasts | 360,000 compounds, 0.52% hits | inhibition, % at 12.5 µM | Clone20 osteoblast Shn3 3'UTR firefly luciferase, 24 h;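 active means mean inhibition of at least 75% with every replicate also reaching 75%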;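 further: 0% = median of neutral control wells and 100% = pilot-screen positive control compound; some compounds past the cut are filed as inactive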
# Peg3 prom inh = reduces Peg3 promoter-driven luciferase expression in HeLa | 360,000 compounds, 1.7% hits | inhibition, % at 20 µM | HeLa PEG-Prom luciferase reporter, luminescence, overnight;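 active means inhibition of at least 50% at 20 µM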
# TRPM1 prom inh = MITF TRPM1 promoter inhibition in SK-MEL-5 cells; SK-MEL-5 TRPM1 promoter luciferase, 24 h; inhibition, % at 12.5 µM; 330,000 compounds, 0.83% hits; AID 488899;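 active means mean inhibition across replicates of 60% or more, whatever share of single replicates reaches that level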; further: values of inactives mirror those of a sister screen read the other way
# NR2E3 ag-2 = human photoreceptor-specific nuclear receptor agonism; AID 602229; 360,000 compounds, 0.35% hits; CHO-S Gal4-NCOR/VP16-NR2E3 two-hybrid, luciferase; inhibition of corepressor binding, % at 3.98 µM; Q9Y5X4;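 active means inhibition above the mean of all tested compounds plus 3 SD, cut at about 70% in these data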;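 further: 0% = DMSO with NR2E3 transfected cells and 100% = cells lacking NR2E3 construct; higher means lower luciferase signal from less NR2E3 corepressor binding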
# KKLEB tox = counter-screen for CF NF-kB inhibitors: cytotoxicity. AID 602141. activity change (cytotoxicity), % at 5 µM. KKLEB CF airway cells viability, ATPlite luminescence, overnight; active compounds read low; cells stimulated with P. aeruginosa culture filtrate. 360,000 compounds, 0.36% hits;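 active means corrected activity change at or below -50% at 5 µM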
# An asterisk follows results filed as active; nt = not tested or not shown.
SMILES,NR2E3 ag-1,TWEAK-Fn14 inh,hiPSC survival,aDG glyco up,CF NFkB inh,HIF-2a block,Shn3 3UTR inh,Peg3 prom inh,TRPM1 prom inh,NR2E3 ag-2,KKLEB tox
CCOC(=O)C1CCCN(C(=O)Cn2nc(C)n3c(cc4c(OC)cccc43)c2=O)C1 (centres undefined),1,-5,-0.5,-0.2,-10,-5,-11,-5,7,17,6
C[C@H](OC(=O)c1[nH]cnc1C(=O)N1CCN(C(=O)OC(C)(C)C)CC1)c1ccccc1,nt,2,-2.2,0.2,11,9,60,15,2,9,-21
COc1ccc(-c2[nH]ncc2CN2CCCC2c2nonc2C)c(F)c1 (centres undefined),3,-3,-0.5,0.1,9,15,1,12,4,-18,1
COc1ccc(/C=N\NC(=O)c2ccc([N+](=O)[O-])cc2)cc1COc1c(F)c(F)cc(F)c1F,nt,33,-0.3,0.3,-4,20,19,45,8,-14,-15
Cc1noc(C)c1C(=O)NCc1ccccc1Br,-2,34,0.3,-0.2,-4,15,0,8,1,-23,-4
N=c1n(CCN2CCCCC2)c2ccccc2n1CC(O)c1cccc(Br)c1 (centres undefined),0,22,-2.2,0.9,20,-7,68,110*,34,23,-23
COc1ccc(-c2ccc(SCC(=O)c3ccccc3)nn2)cc1OC,2,-11,-0.5,0.2,21,-21,5,-30,11,-8,-9
O=S(=O)(Nc1ccc2c(c1)OCCO2)c1ccc(F)c(F)c1,-2,20,0.6,0.0,-18,21,8,-4,4,37,11
COc1ccc(-c2cc(C(F)(F)F)nc(N3CCN(C)CC3)n2)cc1OC,-1,-19,-0.3,0.5,22,-16,-16,12,-13,-2,-25
CCOC(=O)c1cnc(SCc2cccc(C)c2)nc1N,8,-12,-0.8,0.0,-4,-227,2,-226,-58,-87,-6
O=C1c2ccccc2C(=O)c2c1ccc(C(=O)N1CCCCC1)c2NCCO,-4,15,-2.7,-0.6,10,-1,10,24,25,-27,-11
CCCCN(CCCC)C(=O)CSc1nnc2n(C)c(=O)c3c4c(sc3n12)CCCC4,nt,-6,8.6,0.7,6,17,-9,33,1,1,1
Cc1cc(C)cc(OCCNC(=O)C(C)N2C(=O)c3ccccc3C2=O)c1 (centres undefined),1,6,0.1,-0.5,8,6,-9,7,-11,-24,4
CCN(CC)S(=O)(=O)N1CCC(C(=O)NCc2ccco2)CC1,1,3,1.5,0.4,-30,7,3,-4,-7,15,4
O=C(O)C1CSC(c2ccncc2)N1 (centres undefined),3,-25,-0.6,-0.1,0,8,-14,-8,21,-34,5
COc1ccc(N/C=C(\C2OC(=O)c3ccccc32)[N+](=O)[O-])cc1 (centres undefined),3,9,-1.6,-0.4,14,-1,-1,16,-1,9,-5
CCc1ccccc1OCC(=O)Nc1cccc(S(=O)(=O)NC2=NCCCCC2)c1,0,-9,0.3,0.8,-9,-11,6,4,-7,-3,-3
COCC(=O)OCn1nnc2ccccc2c1=O,3,1,1.9,0.0,-8,5,-28,2,-3,-10,3
NC(=O)C[n+]1cccc(C(=O)Nc2ccccc2)c1,-1,2,-0.1,0.3,12,21,-7,12,3,-26,-2
COc1ccc(CCNC(=O)Nc2ccc3c(c2)c(=O)n(C)n3Cc2ccc(F)cc2)cc1OC,nt,-5,-2.3,1.0,-15,-7,9,0,nt,-9,6
CCCNC(=O)c1ccc2c(=O)c(O)c(C)[nH]c2c1,-1,18,4.6,-0.1,9,12,3,9,-12,0,6
O=C(c1cccc(S(=O)(=O)NCc2ccccc2)c1)N1CCN(c2ccccc2Cl)CC1,nt,9,-0.1,-0.1,26,21,13,50,6,-17,-16
CC(=O)Nc1ccc(C(=O)N/N=C/c2ccc(F)cc2)cc1,-1,-14,1.2,0.2,-2,9,5,-4,0,-16,-7
O=C(Cc1ccc([N+](=O)[O-])cc1)Nc1ccc(Br)cn1,1,-7,-0.7,0.0,29,-46,0,-6,0,4,-7
COC(=O)C1CCN(C(=O)COC(=O)C2CCN(S(=O)(=O)c3c(Cl)cccc3Cl)CC2)CC1,0,-3,1.1,-0.1,-6,7,2,-13,12,20,16

# The listing continues:
SMILES,NR2E3 ag-1,TWEAK-Fn14 inh,hiPSC survival,aDG glyco up,CF NFkB inh,HIF-2a block,Shn3 3UTR inh,Peg3 prom inh,TRPM1 prom inh,NR2E3 ag-2,KKLEB tox
CCN1CCN(c2nc3sc4c(c3c3ncnn23)CC(C)CC4)CC1 (centres undefined),-5,-63,2.1,0.2,-22,-100,-2,-105,-10,-53,-9
Cc1oc2cc3oc(=O)c(CCC(=O)N4CCC(C(=O)O)(c5ccccc5)CC4)c(C)c3cc2c1C,nt,-4,1.2,0.0,-8,-25,13,-9,nt,12,-15
O=C(NCCc1ccccc1)C1COc2ccccc2O1 (centres undefined),2,-7,-0.7,0.0,12,-77,-13,-60,-23,-35,-9
O=C(Nc1ccc2nc3n(c(=O)c2c1)CCCCC3)C(=O)N1CCN(c2ccccc2)CC1,0,5,0.7,-0.4,6,-19,6,-13,nt,-6,-4
c1ccc(-c2nc3ccccc3c3nncn23)cc1,0,-56,-2.7,0.3,-39,-30,6,-8,-4,-35,0
Cc1cc2cc(OCc3ccccc3)ccc2n1C,-2,-40,-0.6,-0.2,0,-328,-115,-328,-101,-94,2
CON(C)S(=O)(=O)c1ccc2c(c1)N(Cc1ccc(C)cc1)C(=O)C1CCCN21 (centres undefined),7,1,0.9,-0.3,17,2,19,9,8,-13,-8
CSC1=NSC2=NC(=O)/C(=C\c3ccc(OC(=O)c4ccco4)cc3)C(=N)N12,0,-25,0.0,-0.3,-17,-251,-7,-265,-24,-83,5
C[C@H](CO)N1C[C@H](C)[C@@H](CN(C)Cc2ccccc2)OCc2cnnn2CCCC1=O,nt,-14,-1.3,-0.2,-2,5,7,-13,nt,-33,2
CCC(C)(C)n1nnnc1C(CC(C)C)N1CCC(C(N)=O)CC1 (centres undefined),-1,10,0.1,0.0,19,8,-8,7,6,7,1
CCN1CCN(C(=O)c2ccc(C(F)(F)F)cc2)CC1,0,-5,1.5,-0.2,19,24,-2,1,8,-7,6
COc1ccc(OCC(=O)OCCN2C(=O)c3ccccc3C2=O)cc1,-2,-16,12,0.0,10,18,-27,-1,-1,-24,0
CC(C)(C)NC(=O)CSC(=Nc1cccc(F)c1)NC#N,-1,-5,-0.5,-0.3,14,-90,1,-59,-13,-39,1
CCOc1cccc(C2C(C#N)=C(N)Oc3cc(C)n(Cc4ccccn4)c(=O)c32)c1OCC (centres undefined),-1,-7,14,-0.1,-27,4,15,4,-3,-1,11
O=c1c2ccccc2nc(COc2ccccc2)n1/N=C/c1c[nH]c2ccccc12,2,11,3.2,0.1,10,4,-24,-16,-5,-28,5
CCOc1ccc2nc(SCC(=O)NCc3ccco3)sc2c1,-4,7,-1.7,-0.1,6,-17,-9,4,-16,-19,-36
Cc1cc(C(=O)OCC(=O)Nc2ccccc2F)c(C)o1,4,-13,-0.6,0.1,-6,-111,-19,-114,-50,-10,-2
CN1CCN(S(=O)(=O)c2ccc(C(=O)NC3CCCCC3)cc2)CC1,nt,-8,-0.5,0.0,-13,7,-16,11,-6,22,0
Cc1cccc(OCC(=O)Nc2nnc(-c3ccco3)s2)c1,7,-24,0.0,0.1,-6,-28,0,-44,0,-26,9
COc1ccccc1C(=O)NNC(=O)c1ccc(NS(=O)(=O)c2cccs2)cc1,-4,11,-0.2,-0.2,-38,23,-8,11,24,-7,7
Cc1c(Cc2ccccc2)c(=O)oc2cc(OCC(=O)NCC(O)c3ccccc3)ccc12 (centres undefined),1,-4,0.1,0.3,1,5,20,7,-2,-1,-16
Cc1cc(C(=O)OCC(=O)NC(=O)NC(C)(C)C)c(C)o1,-2,-9,1.9,0.0,12,2,2,20,-7,10,-2
COc1cc(/C=N/NC(=O)CC2(C)OCCCO2)ccc1OCc1ccc(Cl)cc1Cl,0,-25,-2.8,0.0,-24,-31,-80,-85,-41,-52,11
Cc1cc(C)n2cc(COc3ccc4ccccc4c3)nc2n1,0,20,-1.7,0.5,-4,-153,-45,-195,-9,-127,-12
OCCC1CN(Cc2cc(F)ccc2-n2cccn2)CCN1Cc1ccc(F)cc1 (centres undefined),2,-11,0.1,0.1,19,16,-9,7,3,21,2

# Single entries from the list:
# Result for `CN1CCN(S(=O)(=O)c2ccc(C(=O)NC3CCCCC3)cc2)CC1` under Peg3 prom inh: 11
# Result for `O=C1c2ccccc2C(=O)c2c1ccc(C(=O)N1CCCCC1)c2NCCO` under hiPSC survival: -2.7

# (cont.)
SMILES,NR2E3 ag-1,TWEAK-Fn14 inh,hiPSC survival,aDG glyco up,CF NFkB inh,HIF-2a block,Shn3 3UTR inh,Peg3 prom inh,TRPM1 prom inh,NR2E3 ag-2,KKLEB tox
O=C1/C(=C/c2cccnc2)Oc2cc(OS(=O)(=O)c3ccc(Cl)cc3)ccc21,0,-4,-2.8,0.3,0,1,17,9,7,-16,-13
CCc1ccccc1N1CC23C=CC(O2)C(C(=O)O)C3C1=O (centres undefined),0,6,4.0,0.1,3,3,4,7,-1,13,1
COc1ccc(C(=O)c2nccc3cc(OC)c(OC)cc23)cc1OC,20*,-25,-0.4,0.0,45,10,14,-6,-2,1,-28
CCOCCCNc1c2c(nc3cc(-c4ccc(F)cc4)nn13)CCC2,2,-19,-0.5,0.2,-10,-37,-13,-38,-15,-6,-1
O=C(NCC1CCCO1)C1CCN(S(=O)(=O)c2cccnc2)CC1 (centres undefined),1,2,0.4,-0.1,12,8,-6,-4,7,6,-10
O=C(CSC1=N/C(=C/c2ccc(Cl)c(Cl)c2)C(=O)N1c1ccccc1F)NC1CC1,-3,61*,-1.9,0.2,18,-5,6,-34,0,-11,-14
O=C(NCC1CCCO1)C(=O)N/N=C/c1ccc(O)c(Cl)c1 (centres undefined),-1,-14,-0.5,-0.1,6,17,nt,-4,-2,-23,0
O=C(/C=C/c1ccc(F)cc1)N1CC[C@@]2(O)CCCC[C@H]2C1,1,1,0.8,0.2,5,-4,-5,-4,-2,-7,-4
CC(=O)Nc1ccc(NC(=O)COc2ccc(Cl)cc2Cl)cc1,1,-4,-0.4,0.0,3,-80,-17,-121,nt,-3,0
N#C/C(=C\c1ccc(OC(F)F)cc1)C(=O)N1CCCCC1,-2,24,-0.2,0.2,16,-6,-38,-40,-1,-6,4
Cc1ccc(S(=O)(=O)N(C)CC(=O)OCC(=O)c2ccc3c(c2)NC(=O)CO3)cc1,nt,4,-0.7,-0.2,22,-6,11,-20,6,-56,-6
O=S1(=O)C[C@H](N2CCC(Cc3ccccc3)CC2)[C@@H](COCc2ccccc2)N1,nt,5,-0.5,-0.2,-6,10,15,-3,nt,17,0
Cc1c(P(=O)(c2ccccc2)c2ccccc2)c2ccccc2n1C,nt,11,0.1,-0.2,-1,19,-9,17,nt,-1,-10
CC(=O)C[C@@H](O)CC(=O)[C@@H]1OC(=O)[C@@H](C)C/C=C\Cc2ccccc21,nt,15,-0.3,0.0,-8,4,-3,-17,3,-24,-10
CC(Sc1ccccc1)C(=O)NN=C1CCN(C)CC1 (centres undefined),4,-5,-0.4,0.0,6,11,-11,3,0,-27,-2

# Screening results deposited in PubChem BioAssay by several laboratories.
